IL-1B inflam inh: inflammasome signaling inhibition, IL-1 beta readout. THP-1 LPS/ATP IL-1B secretion, AlphaLISA, 16 h; hits give low values. activity change, % at 57.5 µM. 360,000 compounds, 4.7% hits. AID 743279; in the data active means activity change below about -50%; inconclusive means mostly about -30% to -49%; further: on the % scale 0 is the no-effect control and ±100 the full control effect
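THP-1 cells pretreated 1 hr with compounds (up to 57.5 uM final), then stimulated with LPS (250 ng/mL final) plus ATP (1.25 mM final); secreted IL-1B measured by AlphaLISA after 16 hr, decreased signal indicating inhibition.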
A549 tox: counter-screen for Nrf2 inhibitors: cytotoxicity in A549 cells. AID 504648. A549 ARE-Fluc cells, CellTiter-Fluor viability, 18-24 h. 390,000 compounds, 0.16% hits. Potency, µM (top dose mostly 46 µM), inactives show at the highest dose activity change, negative = cytotoxicity, usual class: inhibitors; further: potency means the concentration at half of the fitted maximal effect; on the % scale 0 is the no-effect control and ±100 the full control effect
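A549 ARE-Fluc cells in 5% FBS OPTI-MEM, 5000 cells/well, rested 2 h then exposed to compounds in concentration-response for 18-24 h at 37 °C. Viability by CellTiter-Fluor fluorescence (Ex 405/Em 525) after 30 min; luciferase luminescence (BugLite, 15 min, RT) read afterwards.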
HepG2 tox: kills HepG2 cells in TGF-b inhibitor counter-screen. Potency, µM (series often up to 46.1 µM), inactives show at the top dose activity change, negative = cytotoxicity, actives largely listed as cytotoxic. AID 588856. HepG2 CAGA-GFP viability, ATP luminescence, 18 h. 410,000 compounds, 0.76% hits; further: potency means the concentration at half of the fitted maximal effect; some results filed as inactive show a strong effect at the top dose
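HepG2 CAGA-GFP cells (1000/well, DMEM with 1% FBS) received compound, then TGF-beta at 500 pg/mL final, and were incubated 18 hours at 37 degrees C. Viability was read by CellTiter-Glo luminescence. Media-only wells were set as complete cell-killing and DMSO as no toxicity.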
ATXN2 expr inh: ATXN2 expression inhibition | HEK-293 ATXN2-luciferase reporter, luminescence, 24 h | Potency, µM (series often up to 57 µM), for the others: at the highest dose activity change, negative = inhibition, usual class: inhibitors | 360,000 compounds, 0.72% hits; further: potency means the concentration at half of the fitted maximal effect; on the % scale 0 is the no-effect control and ±100 the full control effect; nearly all actives have a fitted effect of over 55% in size
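qHTS (up to 57 uM final) was run with 24 h compound exposure of reporter cells at 37 °C. Each well was multiplexed: SteadyGlo luminescence measured ATXN2-luciferase expression after a fluorogenic Gly-Phe-AFC viability readout (25 uM final).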
TGFb inhibitor: inhibitors of TGF-b signaling; HepG2 CAGA-GFP TGF-b/SMAD3 reporter, GFP fluorescence, 18 h; TGF-beta stimulated, 500 pg/mL final; Potency, µM (series often up to 46.1 µM), for the others: top-dose activity, negative = inhibition, hits mostly inhibitors; 410,000 compounds, 1.2% hits; AID 588855; further: potency means the concentration at half of the fitted maximal effect; on the % scale 0 is the no-effect control and ±100 the full control effect; nearly all actives have a fitted effect of over 65% in size
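First, reporter cells (HEPG2 CAGA-GFP) rested 2 h at 37 degrees C. Next, compounds were pinned in and TGF-beta added to 500 pg/mL final. After 18 h, GFP was imaged per cell and summed per well.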
Nrf2 inh: Nrf2 pathway inhibition; A549 ARE-Fluc reporter, luciferase luminescence, 18-24 h; Potency, µM (series often up to 46 µM), without a hit: top-dose activity change, negative = inhibition, most hits filed as inhibitors; AID 504444; 360,000 compounds, 2.1% hits; further: potency means the concentration at half of the fitted maximal effect; on the % scale 0 is the no-effect control and ±100 the full control effect; nearly all actives have a fitted effect of over 60% in size
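Reporter: ARE-Fluc in A549. Exposure: 18-24 h, 37 °C, 5% CO2, 5% FBS OPTI-MEM. Readouts: fluorescent cytotoxicity (CellTiter-Fluor), then luminescent Nrf2 signal after BugLite.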
S2 tox: viability counter-screen for ATXN expression inhibitors; S2 cells (HEK-293 line with an ATXN2-luciferase reporter) viability, CellTiter-Fluor protease fluorescence, 24 h; 400,000 compounds, 0.49% hits; Potency, µM (top dose mostly 56.7 µM), most hits filed as cytotoxic; further: potency means the concentration at half of the fitted maximal effect; nearly all actives have a fitted effect of over 40% in size
MCF10A rereplic: DNA re-replication induction in MCF 10a cells; MCF 10A DNA re-replication, Hoechst nuclear intensity, 48 h; Potency, µM (highest dose often 46.1 µM), inactives show at the highest dose activity, positive = re-replication, hits mostly activators; 350,000 compounds, 2.9% hits; AID 624296; further: potency means the concentration at half of the fitted maximal effect; % of control where 0% means no effect; nearly all actives have a fitted effect of over 50% in size
Nrf2 activator: activators of Nrf2 (ARE) signaling; AREc32 ARE-luciferase reporter (MCF7-derived line), luminescence, 24 h; Potency, µM (top dose mostly 46.1 µM), for the others: top-dose activation, most hits filed as activators; 410,000 compounds, 0.31% hits; further: potency means the concentration at half of the fitted maximal effect; % of control where 0% means no effect; nearly all actives have a fitted effect of over 65% in size
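ARE-driven firefly luciferase activity in AREc32 cells measured after a 24 hr compound exposure at 37 deg C, using Steady-Glo reagent and a 30 min room-temperature hold.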
* hit, by the source's call; i = inactive; u = inconclusive; x = no result given; & = joins results of further samples; [ ] = remark or other dose. Unless noted, the call rests on the fitted dose curve; in most records, active means well fitted curve in the direction sought with a large enough effect; inconclusive means small, poorly fitted or top-dose-only effect, or another doubt; inactive means no such curve, though single readings can be large; an effect the other way counts as inactive or inconclusive. Rows are unselected; about 8.8% have a hit in one of these screens.

Fields: IL-1B inflam inh	A549 tox	HepG2 tox	ATXN2 expr inh	TGFb inhibitor	Nrf2 inh	S2 tox	MCF10A rereplic	Nrf2 activator
1) Cc1ccc(N(CC(=O)O)C2SC(=O)NC2=O)cc1 (stereo not given)
 : 21	1%	-9%	-9%	-17%	3%	i	0%	1.6%
2) O=S(=O)(NCC(c1ccco1)N1CCc2ccccc2C1)c1ccc(F)cc1 (stereo not given)
 : -13	0%	2%	9%	-18%	5%	i	-5%	0.8%
3) Cc1c(Cl)cccc1Nc1nn2c(=O)c3ccccc3nc2s1
 : x	2%	-9%	0%	11%	x	u	x	1.3%
4) Cc1ccc(S(=O)(=O)Nc2cccc3c2O[C@H](CN(C)C(=O)Nc2cccc4ccccc24)[C@H](C)CN([C@H](C)CO)C3=O)cc1
 : u	-22%	-86%	u	u	u	u	-1%	4.0%
5) COc1ccc(C)cc1NC(=O)COC(=O)c1ccc2c(c1)OCCO2
 : 53	-2%	5%	3%	21%	-26%	i	6%	-0.9%
6) COc1ccc(C(=O)NNC(=O)c2ccccc2[N+](=O)[O-])cc1Br
 : -7	0%	3%	1%	-10%	7%	i	u	-1.0%
7) O=C(Nc1nc(-c2ccccn2)cs1)C1CCCC1
 : -71*	3%	-7%	-12%	-21%	16%	i	-2%	6.4%
8) Clc1cccc(N/N=C/c2ccc(N3CCOCC3)cc2)c1
 : -23	-2%	-4%	17%	11%	21%	u	3%	3.4%
9) COC(=O)c1ccccc1NC(=S)NC(NC(=O)c1ccco1)C(Cl)(Cl)Cl (stereo not given)
 : 24	3%	-1%	-4%	-13%	-14%	i	u	u
10) CCC(=O)N1CCCC(C)(C(=O)NS(=O)(=O)c2ccccc2Cl)C1 (stereo not given)
 : 0	x	-10%	3%	13%	x	i	x	-1.4%
11) c1ccc(-c2ccc(CNC3CC3)cc2)cc1
 : -87*	0%	-11%	0%	0%	2%	i	6%	2.6%
12) Cc1ccc(S(=O)(=O)N(CC(=O)Nc2ccc3c(c2)OCO3)c2cc(Cl)cc(Cl)c2)cc1
 : x	4%	-13%	-5%	u	-7%	i	x	-0.7%
13) COc1ccccc1N1CCN(S(=O)(=O)c2c(C)[nH]c(C)c2C(=O)N2CCCCC2)CC1
 : 40	1%	1%	1%	19%	1%	i	-1%	-0.5%
14) O=C(NNC(=O)c1ccccc1[N+](=O)[O-])c1cnccn1
 : 10	2%	-11%	-1%	-8%	-4%	i	-3%	0.3%
15) CC1CCN(S(=O)(=O)c2ccc(C(=O)Nc3nnc(-c4ccncc4)o3)cc2)CC1
 : 37	-14%	-24%	u	-18%	u	i	u	-2.3%
16) Cc1nc2c(-c3ccccc3)c(C)nn2c(C)c1CCC(=O)NCc1ccc(F)cc1
 : x	-5%	0%	3%	u	-1%	u	x	0.0%
17) OCCN1CCN(c2ncnc3c2ncn3[C@H]2CN(Cc3ccccc3)C[C@@H](CO)O2)CC1
 : -18	x	2%	12%	5%	x	i	x	-0.6%
18) COc1ccc(Cc2nc3ccc(C(=O)N(C)Cc4nccs4)cc3o2)cc1OC
 : 36	-9%	-14%	-4%	-6%	-11%	i	-5%	-0.1%
19) CCOc1ncccc1C(=O)NNC(=O)c1ccc(NS(=O)(=O)c2cccs2)cc1
 : 5	0%	-2%	3%	-8%	2%	i	8%	2.5µM*
20) O=C1Cc2ccccc2N1c1ccccc1
 : 13	-5%	-14%	7%	11%	2%	i	u	-0.1%

Some of these compounds in order of the TGFb inhibitor value, smallest number first:
# | compound | TGFb inhibitor
1 | Cc1ccc(N(CC(=O)O)C2SC(=O)NC2=O)cc1 (stereo not given) | -17%
9 | COC(=O)c1ccccc1NC(=S)NC(NC(=O)c1ccco1)C(Cl)(Cl)Cl (stereo not given) | -13%
17 | OCCN1CCN(c2ncnc3c2ncn3[C@H]2CN(Cc3ccccc3)C[C@@H](CO)O2)CC1 | 5%

Further compounds follow.
Fields: IL-1B inflam inh	A549 tox	HepG2 tox	ATXN2 expr inh	TGFb inhibitor	Nrf2 inh	S2 tox	MCF10A rereplic	Nrf2 activator
21) C[C@@H]1CCCCO[C@@H](CN(C)Cc2ccc3c(c2)OCO3)[C@@H](C)CN([C@H](C)CO)C(=O)c2cc(N(C)C)ccc2O1
 : -25	x	-35%	-3%	-19%	x	u	x	2.4%
22) O=C(O)c1c(Cl)c(Cl)c(Cl)c(Cl)c1C(=O)N1CCCCCC1
 : -21	-17%	0%	1%	1%	-2%	i	2%	0.4%
23) Cc1nc2c(C)c(C)c(C)c(C)c2nc1C
 : x	-4%	1%	-12%	-7%	10%	i	u	-0.1%
24) Cc1ccc(NC(=O)C2CCC(CNS(=O)(=O)c3ccc4c(c3)CCCC(=O)N4)CC2)c(C)c1 (stereo not given)
 : x	u	-4%	-8%	-33%	0%	i	x	6.3%
25) Cc1ccc(NC(=O)c2ccc3nc[nH]c3c2)cc1C
 : 0	16%	-6%	62%[activator]	-11%	u	i	16%	0.3%
26) O=C(NCC(=O)N1CCN(c2ccccc2O)CC1)c1ccco1
 : 5	7%	-4%	10%	-4%	10%	i	10%	-0.2%
27) Cc1nc2ccccc2c2oc(C(=O)NC3CC3)cc12
 : u	3%	-12%	-8%	16%	u	i	3%	5.4%
28) Cc1ccccc1N(C(=O)c1ccccn1)C(C(=O)NCc1ccccc1)c1ccncc1 (stereo not given)
 : -12	0%	-15%	-6%	15%	8%	i	2%	-0.8%
29) Cc1ccc(C(=O)NC(NCC2CCCO2)C(Cl)(Cl)Cl)cc1 (stereo not given)
 : 118	12%	-13%	-2%	u	u	u	0%	-0.2%
30) CCOC(=O)C1CCCN(c2c(C(=O)c3ccccc3)cnc3ccc(F)cc23)C1 (stereo not given)
 : x	0%	-2%	-6%	u	-4%	i	x	0.5%
31) Cc1nc2n[nH]c(N)c2c2c1COC(C)(C)C2
 : -15	11%	-28%	8%	-4%	x	i	-1%	-0.3%
32) Cn1c(CO)cnc1SCc1ccc([N+](=O)[O-])cc1
 : -2	4%	1%	-2%	1%	x	i	-5%	2.5%
33) COc1ccc(Cl)c2sc(N3CCN(C(=O)C4=COCCO4)CC3)nc12
 : u	-12%	-24%	-16%	-14%	u	i	25%	0.5%
34) OCCC1CN(Cc2ccc3cc(Cl)ccc3n2)CCN1Cc1ccsc1 (stereo not given)
 : -7	-4%	-27%	-9%	-19%	12%	i	19%	15%
35) Cc1cccn2c(=O)c(/C=C(\C#N)c3nc4ccccc4n3C)c(Oc3ccc(Br)cc3)nc12
 : x	-1%	10%	-9%	11%	20%	i	x	13%
36) NC(=O)NC(=O)COC(=O)c1sc2ccccc2c1Cl
 : -17	-1%	7%	12%	5%	-13%	i	-2%	-0.4%
37) COCCN(C(=O)c1ccccc1)c1nc(-c2ccc(OC)cc2)cs1
 : -24	3%	-4%	-21%	-3%	20%	i	-3%	2.9%
38) O=C(/C=N/O)NCCCN1CCCCCC1
 : 11	0%	4%	2%	0%	-8%	i	u	-0.1%
39) CCN(c1ccccc1)S(=O)(=O)c1cc(-c2onc(C)c2C)ccc1OC
 : x	-1%	-27%	x	-8%	u	x	x	4.4%
40) Cc1cc(C)cc(N(CC(=O)Nc2cccc(C)c2C)S(=O)(=O)c2c(C)[nH]c(=O)[nH]c2=O)c1
 : 7	-2%&20%	-5%&-2%	-10%	u	6%&-11%	u	-4%	0.2%&-0.4%
41) CCc1ccccc1NC(=O)c1ccc(F)c(S(=O)(=O)N2CCC(C(N)=O)CC2)c1
 : -1	-1%	-10%	-10%	-4%	-28%	i	-6%	-0.2%
42) Cc1ccc(C)c(COC(=O)c2cc([N+](=O)[O-])ccc2N2CCOCC2)c1
 : 31	-23%	-18%	-10%	-3%	u	i	1%	2.4%
43) COCc1[nH][nH]c(=O)c1C=Nc1ccc(F)cc1F
 : 11	1%	3%	-1%	5%	20%	i	-4%	0.3%
44) C[N+]1(CCOC(=O)C2(c3ccccc3)CCCC2)CCCCC1
 : 36	3%	-19%	-13%	6%	-12%	i	11%	0.1%
45) COc1ccc(C)cc1NC(=O)C1CCCCN1S(=O)(=O)c1ccccc1 (stereo not given)
 : -21	-6%	1%	-15%	0%	-2%	i	0%	0.2%
46) CCc1nn(CCCC(=O)NCc2ccccc2C)c(=O)c2cc3occc3n12
 : -3	11%	-1%	-1%	3%	20%	i	-1%	0.3%
47) COc1cc(C(=S)N2CCCC2)ccc1OCC(N)=O
 : -2	-2%	-11%	1%	30%	2%	i	0%	-0.1%
48) C[C@@H]1CN([C@H](C)CO)S(=O)(=O)c2ccc(C#Cc3ccccc3F)cc2O[C@@H]1CN(C)C(=O)Cc1ccccc1
 : u	x	7%	u	-80%	x	x	x	-4.3%
49) CCCN(C(=O)Cc1c(C(=O)O)[nH]c2ccc(Cl)cc12)c1ccc(OCC)cc1
 : x	6%	-31%	-7%	u	-5%	i	x	-0.2%
50) COc1cc(/C=N/NC(=O)COc2cccc(F)c2)ccc1OS(=O)(=O)c1ccc(C)cc1
 : 3	7%	-9%	17%	u	u	i	u	0.5%
51) O=C(Cn1cncn1)NCCCc1ccccc1
 : 7	7%	-16%	8%	-10%	0%	i	1%	-0.1%
52) COc1ccc(C(=O)C2CC2)cc1
 : 4	-6%	-30%	6%	-20%	-6%	i	-1%	0.0%
53) Cc1cccc(C(=O)NNC(=O)c2ccc(Br)cc2)c1
 : -12	3%	-16%	50%[activator]	2%	u	i	-1%	4.3%
54) COc1ccccc1C1=CC(=O)CCC1
 : 8	5%	2%	19%	7%	u	i	4%	3.5%
